High-throughput results deposited in PubChem BioAssay by several laboratories.
CSM14.1 death rescue = protection against thapsigargin-triggered cell killing – 384-well, CSM14.1, ATP luminescence, primary screen (AID 1222) | 190,000 tested, under 10 active | one-dose cellular ATP content (survival), % at 20 µM; EC50 in µM for titrated hits | CSM14.1 thapsigargin-induced death rescue, ATP luminescence; higher % means a stronger effect;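 active = EC50 below 50 µM in the dose-response confirmation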;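 note: death triggered by thapsigargin at about 15 µM added after 2 h compound pretreatment; cell ATP read after overnight thapsigargin exposure of roughly 18 to 22 hours; normalized against plate controls of thapsigargin alone and 5% DMSO vehicle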
Rac1 GTP hydrolysis = MgcRacGAP GTPase-activating activity inhibitors, confirmation, biochemical, ADP Hunter fluorescence | MgcRacGAP-stimulated Rac1 GTP hydrolysis, ADP Hunter fluorescence; higher % means a stronger effect; GST-tagged Rac1 F28L mutant substrate | inhibition, % at 30 µM; hits with a dose series show IC50 in µM | actives 0.6% (n = 340,000) | AID 624330;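 active = first-screen hits whose inhibition reached a set limit at any dose in the follow-up dose series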;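 note: fluorescence reports GDP produced by GAP-driven GTP hydrolysis; strong numbers were not always called active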
RSV antiviral HEp-2 = RSV antiviral activity via CPE protection, HEp-2 cells, primary 10 µM value included (AID 2391) | HEp-2 cells, RSV-induced CPE inhibition; higher % means a stronger effect | actives 0.13% (n = 310,000) | CPE inhibition, % at 10 µM, or IC50 in µM where a hit was titrated; in the data active = a potency from the dose series; note: strong numbers were not always called active
LYP inhibition = PTPN22 lymphoid phosphatase activity blockers – biochemical, fluorescence intensity, uHTS (AID 1779); recombinant LYP phosphatase, fluorescence intensity; higher % means a stronger effect; actives 0.054% (n = 290,000); inhibition, % at 11.5 µM, or IC50 in µM where a hit was titrated; in the data active = inhibition above about 50%;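 note: plate controls were vehicle with enzyme for no effect and no enzyme for full effect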
Dengue-2 NS5 capping = Dengue-2 NS5 methyltransferase inhibitors, primary screen, biochemical, confirmation dose response (AID 588689) | one-dose inhibition, % at 25 µM; IC50 in µM for titrated hits | Dengue-2 NS5 methyltransferase capping enzyme assay, biochemical; higher % means a stronger effect | actives 0.3% (n = 340,000); in the data active = a potency from the dose series
GPR35 arrestin U2OS = GPR35 antagonists blocking zaprinast-driven arrestin recruitment, primary screen, imaging, U2OS, beta-arrestin-GFP, zaprinast agonist (AID 2058). U2OS GPR35 beta-arrestin-GFP translocation imaging, zaprinast antagonism; higher % means a stronger effect. inhibition, % at 10 µM; hits with a dose series show IC50 in µM. actives 0.052% (n = 290,000);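 active = inhibition of at least 50% with at least 30 cells and total cytoplasm GFP at most 10,000,000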
Salmonella PhoP GFP = PhoP-dependent GFP reporter repression – Salmonella Typhimurium, primary screen (AID 1863); S. Typhimurium PhoP-regulated promoter GFP reporter, 4 h; higher % means a stronger effect; actives 0.16% (n = 300,000); inhibition, % at 50 µM, or IC50 in µM where a hit was titrated;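 active = inhibition over 29.93%, a cutoff 3 SD above the screen mean, later confirmed by dose response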;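 note: 0% = low Mg2+ inducing control and 100% = high Mg2+ repressing control; strong numbers were not always called active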
West Nile virus CPE = West Nile virus antiviral activity, cell-based, CPE readout (AID 1621) | West Nile virus-infected cells, CPE inhibition; higher % means a stronger effect | CPE inhibition, % at 10 µM; hits with a dose series show IC50 in µM | actives 0.02% (n = 290,000); in the data active = a potency from the dose series; note: strong numbers were not always called active
Large T inhibition = TAg ATPase/helicase activity blockers – biochemical (AID 1903) | inhibition, % at 20 µM, or IC50 in µM where a hit was titrated | SV40 large T antigen ATPase/helicase inhibition assay; higher % means a stronger effect | actives 0.39% (n = 310,000); in the data active = a potency from the dose series; note: strong numbers were not always called active
Dengue-2 NS5 capping pilot replicate = second read-out of Dengue-2 NS5 capping, no call of its own (marks repeat the call); inhibition, %; measured here: pilot screen replicate inhibition
Numbers without * were called inactive; nt = not tested or not shown.

SMILES	CSM14.1 death rescue	Rac1 GTP hydrolysis	RSV antiviral HEp-2	LYP inhibition	Dengue-2 NS5 capping	GPR35 arrestin U2OS	Salmonella PhoP GFP	West Nile virus CPE	Large T inhibition	others
O=C(c1ccc(Cl)cc1)C1CCN(C(=O)N2CCOCC2)CC1	-0.8%	5%	-0.6%	-9%	-6%	-8%	-1%	-1.2%	3%
CCN1CCN(c2nc3ccccn3c(=O)c2C=O)CC1	nt	9%	-1.6%	-5%	11%	-1%	-7%	-0.1%	5%
C/C(=N\NC(=O)COc1ccc(C)cc1C(C)C)c1cc2ccccc2o1	-4.3%	6%	3.5%	-1%	6%	2%	-8%	-0.9%	1%
C/C(=N\NC(=S)Nc1cccc(C)c1)c1cccc(N)c1	16%	11%	1.6%	-3%	-6%	-12%	5%	-0.2%	16%
COC(=O)COc1ccc(S(=O)(=O)NCc2cccnc2)cc1C	nt	6%	0.6%	-6%	-1%	-5%	5%	1.9%	17%
CCOC(=O)c1ccc(S(=O)(=O)NCC(c2ccc(N(C)C)cc2)c2c[nH]c3ccccc23)cc1 (stereo not drawn)	-3.6%	4%	10%	9%	-1%	-15%	-4%	-0.4%	12%
Cc1cc(Cl)ccc1OCCCC(=O)N1CCN(C(=O)c2ccco2)CC1	nt	3%	18%	-4%	1%	-6%	-8%	-1.3%	15%	Dengue-2 NS5 capping pilot replicate=-1.2
CCc1cccc(N=c2c([N+](=O)[O-])nn(-c3ccc4c(c3)OCCO4)n2O)c1	nt	3%	21%	0%	7%	-7%	2%	-1.7%	-65%
CC(=O)Nc1ccc(S(=O)(=O)N(C)CC(=O)OCC(=O)N(C)C2CCS(=O)(=O)C2)cc1 (stereo not drawn)	nt	-4%	1.2%	nt	-7%	nt	3%	nt	-2%
Cc1ccc(NC(=O)Cn2cccc2C2=NC(c3ccccc3)CO2)cc1C (stereo not drawn)	2.3%	-10%	3.0%	6%	2%	-11%	2%	-1.0%	7%
Cc1ccc(S(=O)(=O)NCCCCCC(=O)Nc2ccccc2)cc1	-0.3%	11%	1.0%	-1%	-5%	-11%	-5%	-0.4%	6%
COc1ccc(-c2cc(C)no2)cc1S(=O)(=O)NCc1cccc(C)c1	nt	7%	0.2%	-3%	5%	-11%	-10%	0.7%	9%
CCCc1nc2ccccc2c(=O)n1/N=C/c1c(C)[nH]n(-c2ccc(C)cc2)c1=O	-1.0%	4%	7.9%	-10%	12%	-5%	-3%	-0.3%	-5%
CC(C)(C)C(=O)CN1C(=O)NC(c2ccccc2)(c2ccccc2)C1=O	nt	9%	0.0%	-6%	-15%	19%	3%	-1.1%	2%
OC(COc1cccc2ccccc12)CN1CCN(c2ccccc2)CC1 (stereo not drawn)	nt	10%	1.1%	-4%	1%	11%	10%	0.3%	5%
CCc1ccc(N2CC(C(=O)Nc3nnc(CC)s3)CC2=O)cc1 (stereo not drawn)	-0.2%	15%	1.8%	-12%	5%	2%	-20%	0.2%	0%
O=Cc1ccc(C(=O)OCC(=O)Nc2ccc(F)cc2F)cc1	nt	7%	0.3%	-11%	-12%	12%	2%	-0.7%	4%
CN(C)c1cc2c(cc1NS(=O)(=O)c1ccccc1)n(C)c(=O)n2C	nt	16%	1.1%	-14%	2%	-5%	-2%	-0.6%	17%
CCCCC(NC(C)=O)c1nc2ccccc2[nH]1 (stereo not drawn)	nt	10%	0.1%	-1%	0%	31%	5%	0.2%	2%
Cc1cc(Nc2cccc(F)c2)nc(-c2ccccc2O)n1	-0.2%	5%	62%	-7%	-5%	0%	-7%	-0.1%	19%
CCn1ccnc1C(O)c1ccc(N(C)C)cc1 (stereo not drawn)	-1.0%	0%	-1.0%	0%	-6%	3%	14%	0.4%	15%
Cc1cccc(NC(=O)C(Cc2ccccc2)c2nn[nH]n2)c1C (stereo not drawn)	nt	7%	0.7%	-12%	-3%	8%	9%	0.1%	1%
COc1cccc(N2CCN(C3CC(=O)N(c4ccc(Cl)c(Cl)c4)C3=O)CC2)c1 (stereo not drawn)	1.6%	3%	4.7%	-6%	-5%	-1%	-4%	-0.5%	24%
Cc1cccc(C(C)C)c1NC(=O)COC(=O)c1cccc(S(=O)(=O)N2CCc3ccccc3C2)c1	-1.4%	9%	5.7%	0%	-5%	0%	-13%	-0.3%	14%
C=CCN1C(=O)/C(=C/c2ccc(-c3ccc(F)cc3)o2)SC1=S	nt	-2%	3.0%	-3%	-2%	19%	-6%	-0.1%	14%

Next part, starting with the last 5 of the part before.
SMILES	CSM14.1 death rescue	Rac1 GTP hydrolysis	RSV antiviral HEp-2	LYP inhibition	Dengue-2 NS5 capping	GPR35 arrestin U2OS	Salmonella PhoP GFP	West Nile virus CPE	Large T inhibition	others
CCn1ccnc1C(O)c1ccc(N(C)C)cc1 (stereo not drawn)	-1.0%	0%	-1.0%	0%	-6%	3%	14%	0.4%	15%
Cc1cccc(NC(=O)C(Cc2ccccc2)c2nn[nH]n2)c1C (stereo not drawn)	nt	7%	0.7%	-12%	-3%	8%	9%	0.1%	1%
COc1cccc(N2CCN(C3CC(=O)N(c4ccc(Cl)c(Cl)c4)C3=O)CC2)c1 (stereo not drawn)	1.6%	3%	4.7%	-6%	-5%	-1%	-4%	-0.5%	24%
Cc1cccc(C(C)C)c1NC(=O)COC(=O)c1cccc(S(=O)(=O)N2CCc3ccccc3C2)c1	-1.4%	9%	5.7%	0%	-5%	0%	-13%	-0.3%	14%
C=CCN1C(=O)/C(=C/c2ccc(-c3ccc(F)cc3)o2)SC1=S	nt	-2%	3.0%	-3%	-2%	19%	-6%	-0.1%	14%
Cc1ccc(C(=O)N2CCCC(CCC(=O)N3CCN(c4ccccn4)CC3)C2)cn1 (stereo not drawn)	nt	4%	-0.6%	-7%	0%	-4%	9%	-0.8%	6%
O=S(=O)(c1ccc(Cl)s1)N1CCN(Cc2ccccc2)CC1	nt	1%	14%	0%	-2%	1%	-3%	-0.3%	-1%
CC1CN(S(=O)(=O)c2ccc(C(=O)Nc3ccc(S(=O)(=O)Nc4nccs4)cc3)cc2)CC(C)O1 (stereo not drawn)	0.5%	5%	0.5%	-2%	-4%	6%	7%	0.0%	3%
CC1(C)CC(=O)C(=CN2CCN(C(=O)c3ccco3)CC2)C(=O)C1	2.1%	2%	nt	-7%	-4%	-7%	-4%	0.1%	3%
Cc1ccccc1-c1nc2sc(C)c(C)c2c(=O)o1	nt	3%	0.3%	-9%	-2%	0%	2%	-0.2%	4%
Cc1ccc(C)c(NC(=S)NCc2cccn2C)c1	1.2%	nt	nt	-7%	nt	-4%	6%	nt	7%
COc1ccc(-n2nnnc2-c2ccccc2)cc1	-0.9%	8%	-1.0%	-10%	-3%	11%	-3%	3.0%	3%
Cc1cc2ccccn2c1C(=O)c1ccccc1Br	nt	0%	1.5%	-7%	-7%	-9%	4%	-1.2%	5%
COc1ccc(-c2nnc(-c3ccc(N(C)C)cc3)o2)cc1	-0.5%	13%	0.5%	-8%	-5%	1%	4%	0.4%	4%
CCCC(=O)N1CCN(c2ccc(NC(=S)NC(=O)CC)cc2)CC1	-1.7%	7%	1.1%	4%	1%	-2%	1%	-1.4%	5%
O=C(NCC(c1cccs1)N1CCOCC1)c1ccc(Cl)c(S(=O)(=O)N2CCOCC2)c1 (stereo not drawn)	nt	6%	0.1%	-7%	3%	0%	-6%	-0.9%	-3%
O=C(COC(=O)C1CC1)Nc1ccc2c(c1)OCO2	-0.2%	7%	-1.0%	-8%	-1%	-9%	13%	-0.3%	-6%
Cc1ccc(OCc2ccc(C(=O)NNC(=S)NCC3CCCO3)o2)c([N+](=O)[O-])c1 (stereo not drawn)	nt	6%	3.4%	-6%	7%	-10%	5%	0.1%	4%
Cc1c(/C=N/NC(=O)CNc2ccccc2)c2ccccn2c1C(=O)c1ccc(Cl)cc1	1.4%	3%	15%	12%	-5%	-1%	-9%	-0.8%	19%
CCCC/C(O)=N\S(=O)(=O)c1ccc(N=NN(C)C)cc1	-1.7%	5%	0.8%	-1%	-2%	-2%	7%	0.7%	1%
O=C1c2cccnc2C(=O)N1CNc1ccc(Cl)cc1	-1.1%	0%	1.2%	-3%	-10%	-12%	0%	-0.1%	4%
Cc1ccnc(SCC(=O)n2c3c(c4ccccc42)CC(C)CC3)n1 (stereo not drawn)	-1.8%	5%	1.2%	-3%	0%	4%	0%	-0.6%	0%
CC1=NN(C(=O)c2ccoc2C)C(O)(C(F)(F)F)C1 (stereo not drawn)	nt	8%	-0.2%	-4%	-11%	-10%	-1%	0.1%	6%
CCCCCCC(C)n1[nH]c(=O)c2c(C)cc(=O)[nH]c21 (stereo not drawn)	-2.1%	1%	3.4%	-9%	-6%	4%	-9%	nt	2%
CCOC(=O)Cc1csc(N/C(=N/S(=O)(=O)c2cc(Br)ccc2OCC)c2ccccc2)n1	-0.6%	-3%	1.7%	7%	0%	-3%	-3%	-1.1%	10%
NC(=O)[C@@H]1CCCNc2c(I)cc([N+](=O)[O-])cc2C(=O)N[C@@H](CCC(=O)O)C(=O)N[C@@H](CO)C(=O)N1	9.8%	-3%	1.5%	-2%	-3%	11%	1%	-0.4%	18%
CCOC(=O)C1=NN(c2ccccc2C)C2=NC(C)=C(C(=O)OC)C(c3cccs3)N12 (stereo not drawn)	-0.1%	9%	1.1%	0%	-9%	7%	8%	-0.3%	1%	Dengue-2 NS5 capping pilot replicate=-4.2

Six compounds picked at random from the list so far:
SMILES	CSM14.1 death rescue	Rac1 GTP hydrolysis	RSV antiviral HEp-2	LYP inhibition	Dengue-2 NS5 capping	GPR35 arrestin U2OS	Salmonella PhoP GFP	West Nile virus CPE	Large T inhibition	others
CC1=NN(C(=O)c2ccoc2C)C(O)(C(F)(F)F)C1 (stereo not drawn)	nt	8%	-0.2%	-4%	-11%	-10%	-1%	0.1%	6%
NC(=O)[C@@H]1CCCNc2c(I)cc([N+](=O)[O-])cc2C(=O)N[C@@H](CCC(=O)O)C(=O)N[C@@H](CO)C(=O)N1	9.8%	-3%	1.5%	-2%	-3%	11%	1%	-0.4%	18%
CCCCCCC(C)n1[nH]c(=O)c2c(C)cc(=O)[nH]c21 (stereo not drawn)	-2.1%	1%	3.4%	-9%	-6%	4%	-9%	nt	2%
Cc1c(/C=N/NC(=O)CNc2ccccc2)c2ccccn2c1C(=O)c1ccc(Cl)cc1	1.4%	3%	15%	12%	-5%	-1%	-9%	-0.8%	19%
COc1ccc(-c2nnc(-c3ccc(N(C)C)cc3)o2)cc1	-0.5%	13%	0.5%	-8%	-5%	1%	4%	0.4%	4%
Cc1ccc(C)c(NC(=S)NCc2cccn2C)c1	1.2%	nt	nt	-7%	nt	-4%	6%	nt	7%

Not a hit list; 1.5% or so of the library scored in one or more.
